# Screening data: PubChem, several laboratories
# Platelet DG rel: inhibitors of platelet dense granule secretion, primary screen, cell-based, MLPCN, human platelets; human platelet-rich plasma, SFLLRN dense granule ATP release, luminescence; inhibition, %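 (compounds screened at 7.5 µM in platelet-rich plasma)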; 0.22% of 300,000 active;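 active means mean replicate score, as percent of positive control, at or above 50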
# TRPC4 inh: inhibitors of mouse TRPC4 channel, primary screen, Fluo4 calcium, HEK293 TRPC4beta/mu-opioid cells; Short transient receptor potential channel 4 (Mus musculus), Q9QUQ5; DAMGO-evoked Fluo4 calcium flux; hits give low values; B-score at 10 µM; 0.39% of 300,000 active;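 active means B-score over 3 SD under the library average, no early fluorescence shift, positive overall ratio signal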
#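 System: stable TRPC4beta/mu-opioid receptor HEK293 cells; Dosing: single-point compound dosing; Measured by: Fluo4 Ca2+ flux fluorescence; Read-out basis: per-well B score of integrated baseline-normalized Fluo4 ratio.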
# PolyA inhibitor: polyadenylation inhibitors in yeast reporter cells, primary screen, luminescence, S. cerevisiae; S. cerevisiae SKY197-pL101 polyadenylation reporter, beta-gal luminescence; efflux-impaired pdr1/pdr3 knockout yeast; score 100 = 6 SD above DMSO; calls only at 12 µM; 0.02% of 300,000 active; AID 1875, 2009;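 active means lowest replicate activity score at least 50, where 100 means six control SD above control mean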;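 further: yeast exposed to compound for 9 h at 30 °C; higher score means more reporter readthrough which indicates perturbed polyadenylation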
# Dyrk1A ADPGlo: rat Dyrk1A kinase inhibitors, primary screen, biochemical, single point, plate reader; Dual specificity tyrosine-phosphorylation-regulated kinase 1A (Rattus norvegicus), Q63470; ADP-Glo luminescence, NFATc1 peptide; inhibition, % at 12.5 µM; 0.43% of 310,000 active; AID 504441, 2011; in the data active means inhibition above about 50%;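 further: plate controls were vehicle with enzyme for no effect and no enzyme for full effect; many of its hits are not listed in these tables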
# KCNQ1 inh: inhibitors of human KCNQ1 channel, primary screen, cell-based, thallium flux, high-throughput | B-score at 10 µM | 1.3% of 310,000 active | CHO-K1 KCNQ1, FluxOR thallium flux fluorescence; hits give high values | Potassium voltage-gated channel subfamily KQT member 1 (Homo sapiens), P51787;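 active means compounds whose thallium flux B-score, printed positive for inhibition, exceeds three library SD while starting fluorescence stays within three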;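 further: channel opened by potassium depolarization with thallium stimulus after 20 min compound exposure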
# hERG rescue: hERG rescue from dofetilide block, primary screen, cell-based, CHO-hERG, FluxOR thallium flux, dofetilide IC70; Voltage-gated inwardly rectifying potassium channel KCNH2 (Homo sapiens), Q12809; dofetilide IC70 present; activation (rescue from dofetilide block), less the hit threshold, % at 10 µM; 0.51% of 310,000 active; AID 1511, 2009;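 active means activation above the mean of controls blocked by dofetilide plus 5 SD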;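 further: thallium influx through hERG after potassium depolarization seen as dye fluorescence rise; in these data hits start at about 4.7%; inactives centre near -7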
# Target sequence (Q12809 whole entry, looked up): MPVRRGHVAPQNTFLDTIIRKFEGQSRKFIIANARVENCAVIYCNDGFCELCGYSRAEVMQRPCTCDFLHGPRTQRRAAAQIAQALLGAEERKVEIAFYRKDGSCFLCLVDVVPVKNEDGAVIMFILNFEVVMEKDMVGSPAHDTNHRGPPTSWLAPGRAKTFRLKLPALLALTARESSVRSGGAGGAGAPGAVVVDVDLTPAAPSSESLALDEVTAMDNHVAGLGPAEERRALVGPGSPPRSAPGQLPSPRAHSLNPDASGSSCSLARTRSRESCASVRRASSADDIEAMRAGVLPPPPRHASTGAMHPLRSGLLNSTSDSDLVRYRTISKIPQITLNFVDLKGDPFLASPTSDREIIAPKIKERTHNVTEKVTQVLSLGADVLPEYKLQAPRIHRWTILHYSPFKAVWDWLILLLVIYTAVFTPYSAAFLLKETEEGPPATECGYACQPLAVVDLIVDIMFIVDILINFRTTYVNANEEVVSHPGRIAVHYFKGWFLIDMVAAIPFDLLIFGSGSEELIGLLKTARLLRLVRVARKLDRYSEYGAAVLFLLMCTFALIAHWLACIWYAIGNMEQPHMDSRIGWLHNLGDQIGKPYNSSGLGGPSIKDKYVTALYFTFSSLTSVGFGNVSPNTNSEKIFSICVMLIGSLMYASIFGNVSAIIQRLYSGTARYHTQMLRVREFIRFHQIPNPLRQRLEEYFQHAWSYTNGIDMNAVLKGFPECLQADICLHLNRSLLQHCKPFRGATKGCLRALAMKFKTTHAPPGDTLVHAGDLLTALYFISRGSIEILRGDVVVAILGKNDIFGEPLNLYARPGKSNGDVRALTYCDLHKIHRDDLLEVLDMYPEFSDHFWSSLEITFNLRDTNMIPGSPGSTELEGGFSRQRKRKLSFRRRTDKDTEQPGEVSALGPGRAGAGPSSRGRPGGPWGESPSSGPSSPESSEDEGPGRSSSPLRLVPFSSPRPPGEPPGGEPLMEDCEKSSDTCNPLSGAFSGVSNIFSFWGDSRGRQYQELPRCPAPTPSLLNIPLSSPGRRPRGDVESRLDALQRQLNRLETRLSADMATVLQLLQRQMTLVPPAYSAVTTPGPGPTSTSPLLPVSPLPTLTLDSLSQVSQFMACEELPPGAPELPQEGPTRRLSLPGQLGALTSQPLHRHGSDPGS
# TRPC4 potent: positive allosteric modulators of TRPC4, primary screen, cell-based, mouse TRPC4beta, HEK293 mu-opioid, Fluo-4 calcium; 0.42% of 310,000 active; DAMGO EC20, Fluo-4 Ca2+ flux; hits give high values; B-score at 10 µM; Short transient receptor potential channel 4 (Mus musculus), Q9QUQ5;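 active means B-score of calcium response area above 5 SD of library B-scores, with initial fluorescence ratio within 5 SD of library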;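 further: B-score of integrated fluorescence ratio over time as area under calcium response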
# KCNQ1 act: potentiators or activators of KCNQ1 channel, primary screen, cell-based, thallium flux, high-throughput; Potassium voltage-gated channel subfamily KQT member 1 (Homo sapiens), P51787; CHO-K1 KCNQ1, thallium flux FluxOR fluorescence; hits give high values; B-score at 10 µM; 0.35% of 310,000 active;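 active means fluorescence ratio B-score, a plate-corrected score, at least three library SD, with initial intensity B-score within 5 SD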
#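 System: CHO-K1 cells stably expressing KCNQ1 / Medium: assay buffer for compound exposure, DMSO matched across wells / Reagent: thallium- and potassium-containing depolarizing buffer / Compound: one concentration, matched DMSO / Incubation: 20 min compound pretreatment at room temperature / Measured by: kinetic FluxOR fluorescence, 10 s baseline plus 110 s post-stimulus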
# TRPC4 agonist: activators of mouse TRPC4 channel, primary screen, Fluo4 calcium, HEK293 TRPC4beta/mu-opioid cells | Short transient receptor potential channel 4 (Mus musculus), Q9QUQ5 | Fluo4 calcium fluorescence; hits give high values | B-score at 10 µM | 0.49% of 310,000 active;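 active means B-score above 5 SD of library B-scores, and initial fluorescence ratio not above library mean plus 5 SD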;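 further: positive B-score marks a calcium rise read as TRPC4 activation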
#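 Material: HEK293 stable line with TRPC4beta plus mu-opioid receptor; technique: Fluo4 calcium-sensitive dye fluorescence, kinetic, 1 Hz baseline; timing: Fluo4 dye loading 45 min at room temperature, 110 s recording; controls: assay buffer as low control, maximal DAMGO as high control; read-out: integrated baseline-normalised fluorescence ratio, converted to per-well B score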
# KCNK9 inh: KCNK9 potassium channel inhibitors, primary screen, HEK293 cells, thallium flux | Potassium channel subfamily K member 9 (Homo sapiens), Q9NPC2 | 1.2% of 310,000 active | FluxOR thallium flux fluorescence; hits give low values | B-score at 10 µM;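 active means ratio B-score over 3 SD below the library mean, with starting fluorescence within 5 SD of its mean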;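 further: negative B-score means less thallium flux so channel inhibition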
# KCNK3 block: human KCNK3 channel inhibitors, primary screen, CHO cells, FluxOR thallium flux, B-score | Potassium channel subfamily K member 3 (Homo sapiens), O14649 | FluxOR fluorescence; hits give low values | B-score at 10 µM | 0.84% of 340,000 active;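 active means B-score under library mean minus 4 SD, starting fluorescence ratio at most library mean plus 5 SD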;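 further: more negative B-score means stronger inhibition of thallium flux through KCNK3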
# * hit, by the source's call; i = inactive; . = no result given.
SMILES,Platelet DG rel,TRPC4 inh,PolyA inhibitor,Dyrk1A ADPGlo,KCNQ1 inh,hERG rescue,TRPC4 potent,KCNQ1 act,TRPC4 agonist,KCNK9 inh,KCNK3 block
O=C1C=C(NCc2ccco2)C2(CCCCC2)O1,11.5,i,i,-2.8,i,-2.7,i,i,i,i,i
COc1ccccc1OCCCCNC(C)(C)C,6.0,i,i,-3.3,i,-8.0,i,i,i,i,i
COc1cccc(/C=C2\SC(=S)N(NC(=O)c3ccncc3)C2=O)c1,-20.7,i,i,4.7,i,-5.6,i,i,i,i,i
CC/C(=C/c1sc2ccccc2[n+]1CC)SC,12.2,i,i,6.3,i,-2.3,i,i,i,i,i
CCN1CCN(C(=O)CCS(=O)(=O)c2cc3c(cc2Cl)NC(=O)CO3)CC1,-0.6,i,i,15.1,i,-5.2,i,i,i,i,i
O=C(Nc1ccc(F)cc1)C1CCN(c2ncnc3c2nc2n3CCCCC2)CC1,2.1,i,i,2.2,i,-6.7,i,i,i,i,i
CCOC(=O)n1c(=O)n(Cc2ccccc2)c2ccccc21,-18.3,i,i,10.9,i,-4.7,i,i,i,i,i
Cc1cccc(C(=O)OCC(=O)NCCCc2ccccc2)c1,-1.2,i,i,-4.6,i,-7.6,i,i,i,i,i
COC(=O)CCC(=O)COc1ccccc1C#N,0.6,i,i,-8.6,i,-4.5,i,i,i,i,i
O=C(CCc1nc2ccccc2[nH]1)N1CCc2ccccc2C1,-2.8,i,i,-3.5,i,-5.4,i,i,i,i,i
COc1cc2c(cc1NS(=O)(=O)N1CCCC1)oc1ccccc12,-2.0,i,i,-4.0,i,-9.4,i,i,i,i,i
CCOc1ccc(-c2cc(N)n(S(=O)(=O)c3ccc(OC)cc3)n2)cc1,9.6,i,i,3.6,i,-13.4,i,i,i,i,i
COc1ccc(N2CCC(CNC(=S)Nc3c(C)cc(C)cc3C)C2)cc1 (stereo unspecified),-5.1,i,i,-0.3,i,-7.0,i,i,i,i,i
CCCCCCOC(=O)c1ccc(N)cc1,4.2,i,i,-3.6,i,-13.2,i,i,i,i,i
CCc1nc(SCC(=O)O)c(C#N)c2c1CCCC2,-15.0,i,i,-0.6,i,-6.8,i,i,i,i,i
CCCNC(=O)C1CCN(S(=O)(=O)c2cccc3nonc23)CC1,-7.2,i,i,0.4,i,-6.4,i,i,i,i,i
Cc1cc(C)c2cc(CN(CCN3CCCC3)C(=O)Nc3ccc(F)cc3)c(=O)[nH]c2c1,-0.1,i,i,1.4,i,-11.1,i,i,i,i,i
O=C(NN1C(=O)c2ccccc2NC1c1ccccc1OCc1ccccc1)c1ccncc1 (stereo unspecified),0.3,i,i,3.1,i,-5.9,i,i,i,i,i
O=C1NC(=Nc2ccccc2Cl)SC1(CO)CO,3.5,i,i,-2.6,i,-2.3,i,i,i,i,i
Nc1nc(Sc2ccc(C(F)(F)F)cc2[N+](=O)[O-])n[nH]1,0.3,i,i,-12.1,i,-3.1,i,i,i,i,i
O=C(NCCc1c[nH]c2ccccc12)C(=O)NCC(c1ccco1)N1CCN(c2ccc(F)cc2)CC1 (stereo unspecified),5.4,i,i,0.2,i,-6.3,i,i,i,i,i
COc1ccc2c(c1)CCc1c(C(=O)NCc3ccco3)noc1-2,3.3,i,i,0.8,i,-10.6,i,i,i,i,i
CCOc1cc(C)c(S(=O)(=O)NC2CCCCC2)cc1C,-12.3,i,i,4.7,i,-11.1,i,i,i,i,i
COCCN1Cc2cc3cc(C)ccc3nc2SC1=Nc1cccc(OC)c1,2.5,i,i,-0.5,i,-7.4,i,i,i,i,i
COc1cccc(C(=O)NCC2(c3ccc(OC)c(OC)c3)CCCC2)c1,1.9,i,i,.,i,-1.4,i,i,i,i,i
# (more compounds)
SMILES,Platelet DG rel,TRPC4 inh,PolyA inhibitor,Dyrk1A ADPGlo,KCNQ1 inh,hERG rescue,TRPC4 potent,KCNQ1 act,TRPC4 agonist,KCNK9 inh,KCNK3 block
Cc1cc2n(n1)C(c1ccc3c(c1)OCO3)Nc1c(C)cccc1-2 (stereo unspecified),-5.8,i,i,3.0,i,-17.2,i,i,i,i,i
Cc1cc(C(=O)COC(=O)C23CC4CC(CC(O)(C4)C2)C3)c(C)n1-c1c(C)n(C)n(-c2ccccc2)c1=O,2.6,i,i,2.4,i,-14.2,i,i,i,i,i
Cc1c(CC(=O)N[C@@H](C)C(=O)O)c(=O)oc2cc3c(cc12)CCC(C)(C)O3,0.2,i,i,-0.5,i,-5.0,i,i,i,i,i
CC(C)OCCCN(CC(O)c1ccccc1)CC(O)c1ccccc1 (stereo unspecified),6.2,i,i,3.5,i,-7.3,i,i,i,i,i
Cn1c(N)c(C(=O)COC(=O)CNS(=O)(=O)c2cccc(Cl)c2)c(=O)n(C)c1=O,-7.2,i,i,-3.5,i,-8.7,i,i,i,i,i
Cc1cc(C(=O)N/N=C/c2ccc(-c3cccc(Cl)c3Cl)o2)n[nH]1,7.6,i,i,2.1,i,-5.9,i,i,i,i,i
COc1ccc(-n2c(Cc3cc(=O)[nH]c(=O)[nH]3)nnc2SCC(=O)Nc2ccccc2)cc1,9.3,i,i,-2.6,i,-7.8,i,i,i,i,i
COc1ccc(CN2CCCCCC2)cc1,7.6,i,i,9.7,i,-0.1,i,i,i,i,i
CCCn1nc(Oc2nc(NC(C)C)nc(N(C)C)n2)ccc1=O,-4.1,i,i,6.3,i,-9.5,i,i,i,i,i
O=C(O)c1ccc(-c2nnc(-c3cccc(Br)c3)o2)cc1,-0.9,i,i,26.8,i,-5.6,i,i,i,i,i
O=c1oc2ccccc2cc1-c1csc(NN=C2CCCC2)n1,12.8,i,i,3.7,i,2.4,i,i,i,i,i
COCCCNC(=S)NNC(=O)c1cc(C2CC2)nc2ccccc12,-3.6,i,i,0.9,i,-5.4,i,i,i,i,i
Cc1cc(NC(=O)CSc2nc3cc(Cl)ccc3c(=O)n2Cc2ccco2)no1,-1.2,i,i,-4.6,i,6.7*,i,i,i,i,i
Cc1ccc(-n2nc(C)c(=O)c(-c3ccccc3)c2NC(=O)C(C)C)cc1,-6.7,i,i,.,i,0.6,i,i,i,i,i
COc1ccc(C(=O)COC(=O)C2CCC(=O)N2)cc1 (stereo unspecified),-3.9,i,i,3.5,i,2.6,i,i,i,i,i
O=C(NCCC1=CCCCC1)C(=O)c1c[nH]c2ccccc12,13.7,i,i,0.1,i,-8.4,i,i,i,i,i
O=C(CSc1n[nH]c(-c2ccncc2)n1)Nc1ccc(Br)cc1,-2.9,i,i,-7.3,i,-12.3,i,i,i,i,i
COc1cccc(CN(C)c2nc(-c3cccs3)nc3ccccc23)c1,-3.0,i,i,-8.4,i,-22.2,i,i,i,-9.23*,i
CCOc1ccccc1N1CC(C(=O)N(Cc2nnc(-c3ccccc3Cl)o2)C2CC2)CC1=O (stereo unspecified),18.6,i,i,3.5,i,-16.8,i,i,i,i,i
C[C@H](NC(=O)C1CC(=O)N(c2ccc3c(c2)OCCO3)C1)C(=O)N1CCC(C(=O)O)CC1 (stereo partly specified),-4.8,i,i,.,i,-9.3,i,i,i,i,i
Cc1ncc(CC(=O)n2cc(C(=O)c3cc(F)ccc3O)cn2)s1,4.9,i,i,21.7,i,-9.6,i,i,i,i,i
COc1sc(SC)cc1/C=N/NC(=O)c1ccncc1,14.1,i,i,-0.9,i,-4.4,i,i,i,i,i
NC(=O)c1ccccc1O,-7.4,i,i,5.6,i,-6.5,i,i,i,i,i
N#Cc1c(Cl)nsc1NN,-4.6,i,i,3.0,i,-14.5,i,i,i,i,i
CC(Sc1ccc(Br)cc1)C(N)=O (stereo unspecified),-2.7,i,i,2.6,i,-15.0,i,i,i,i,i
CCC(C)c1ccc(-c2cc(C(=O)OCC(=O)Nc3cc(C)on3)c3ccccc3n2)cc1 (stereo unspecified),-3.1,i,i,0.8,i,-4.1,i,i,i,i,i

# For convenience, 9 of the compounds above:
SMILES,Platelet DG rel,TRPC4 inh,PolyA inhibitor,Dyrk1A ADPGlo,KCNQ1 inh,hERG rescue,TRPC4 potent,KCNQ1 act,TRPC4 agonist,KCNK9 inh,KCNK3 block
O=C(NCCC1=CCCCC1)C(=O)c1c[nH]c2ccccc12,13.7,i,i,0.1,i,-8.4,i,i,i,i,i
O=C(CSc1n[nH]c(-c2ccncc2)n1)Nc1ccc(Br)cc1,-2.9,i,i,-7.3,i,-12.3,i,i,i,i,i
COc1cccc(CN(C)c2nc(-c3cccs3)nc3ccccc23)c1,-3.0,i,i,-8.4,i,-22.2,i,i,i,-9.23*,i
CCOc1ccccc1N1CC(C(=O)N(Cc2nnc(-c3ccccc3Cl)o2)C2CC2)CC1=O (stereo unspecified),18.6,i,i,3.5,i,-16.8,i,i,i,i,i
C[C@H](NC(=O)C1CC(=O)N(c2ccc3c(c2)OCCO3)C1)C(=O)N1CCC(C(=O)O)CC1 (stereo partly specified),-4.8,i,i,.,i,-9.3,i,i,i,i,i
Cc1ncc(CC(=O)n2cc(C(=O)c3cc(F)ccc3O)cn2)s1,4.9,i,i,21.7,i,-9.6,i,i,i,i,i
COc1sc(SC)cc1/C=N/NC(=O)c1ccncc1,14.1,i,i,-0.9,i,-4.4,i,i,i,i,i
NC(=O)c1ccccc1O,-7.4,i,i,5.6,i,-6.5,i,i,i,i,i
N#Cc1c(Cl)nsc1NN,-4.6,i,i,3.0,i,-14.5,i,i,i,i,i

# This is a subset (hit frequency here may not be typical).
